Compound activity (PubChem)
PTHR1 agonist – PTHR1 (human) receptor agonism; Q03431; HEK293 GP2 PTHR1 cells, GloSensor cAMP luminescence, 1 h; Potency, µM (doses to about 115 µM), inactives show at the top dose activation, usual class: activators; 0.075% of 410,000 active; AID 743266; further: potency means the concentration at half of the fitted maximal effect; nearly all actives have a fitted effect of over 55% in size; some results filed as inactive show a strong effect at the top dose; inactives centre near -15; many of its hits are not listed in these tables
Target sequence (Q03431 whole entry, looked up): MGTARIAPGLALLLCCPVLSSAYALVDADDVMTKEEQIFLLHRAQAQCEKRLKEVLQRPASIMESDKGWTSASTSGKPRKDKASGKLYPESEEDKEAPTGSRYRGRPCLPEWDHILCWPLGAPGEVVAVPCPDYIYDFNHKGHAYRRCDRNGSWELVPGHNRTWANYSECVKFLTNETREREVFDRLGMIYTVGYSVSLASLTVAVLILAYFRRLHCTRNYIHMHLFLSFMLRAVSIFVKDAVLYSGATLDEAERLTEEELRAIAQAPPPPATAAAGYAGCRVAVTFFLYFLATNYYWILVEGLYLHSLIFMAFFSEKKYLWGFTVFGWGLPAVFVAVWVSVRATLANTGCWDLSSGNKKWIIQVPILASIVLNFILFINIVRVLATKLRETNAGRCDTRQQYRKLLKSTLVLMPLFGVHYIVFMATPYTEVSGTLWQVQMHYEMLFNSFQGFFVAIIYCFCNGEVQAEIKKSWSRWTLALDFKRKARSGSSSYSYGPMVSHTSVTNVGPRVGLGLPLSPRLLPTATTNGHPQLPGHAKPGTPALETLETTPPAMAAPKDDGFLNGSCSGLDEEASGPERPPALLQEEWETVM
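HEK-293-derived GP2 cells expressing PTHR1 and a GloSensor cAMP reporter, 3,000/well, plated overnight, given luciferin plus IBMX (each 0.5 mM as added) for 1 h at 37 °C, then compound for 1 h at 37 °C. Luminescence was read after 15 min at room temperature.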
CCT chaperon mod – cytosolic chaperonin activity modulation; AID 651819; activity change, % (test concentration not listed), hits read low; purified chaperonin ATPase assay, HTRF ADP detection, 30 min; 0.3% of 360,000 active; in the data active means activity change below about -30%; further: on the % scale 0 is the no-effect control and ±100 the full control effect
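ATPase activity: ADP formed was measured by HTRF Transcreener (665/615 nm ratio) after 30 min at 37 deg C with 10 uM ATP. Compounds screened at one 76 uM concentration against 40 or 20 nM TRiC in Tris pH 7.4/KCl/MgCl2/DTT buffer.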
Akt phos inh – inhibitors of Akt phosphorylation | Neuro2A IGF-stimulated pAkt S473 HTRF, 20 min; active compounds read low | activity change, % for hits at 50 µM | 0.32% of 360,000 active | AID 651550; in the data active means activity change below about -80%; inconclusive means mostly about -51% to -80%; further: on the % scale 0 is the no-effect control and ±100 the full control effect
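Single-point screen (50 µM final compound) in Neuro2A cells stimulated 20 min with 6 nM IGF at 37 deg C. After lysis, Ser473-phosphorylated Akt read by HTRF (ex 330 nm, em 615/665 nm) as the 665/615 ratio.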
EPAC2 agonist – EPAC2 (human) agonism | 0.079% of 360,000 active | Q8WZA2 | AID 720711 | Potency, µM (doses to about 154 µM), for inactives: at the highest dose activation, hits mostly activators | EPAC2 activation, biochemical qHTS; response scale: 100% = 6.5 mM cAMP response; further: potency means the concentration at half of the fitted maximal effect; nearly all actives have a fitted effect of over 50% in size
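qHTS, titration series. 100 nM EPAC2 / 250 nM Rap1B-BODIPY-GDP / 50 uM GDP; RT; ex 480/em 540 nm, 5-min reads to 30 min. Norm. to 6.5 mM cAMP = activation.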
Mm-Cpn inhibitor – inhibitors of Methanococcus maripaludis chaperonin (MmCpn); 0.031% of 330,000 active; AID 504842; Potency, µM (top dose mostly 76.9 µM), without a hit: at the top dose activity, negative = inhibition, most hits filed as inhibitors; purified Mm-Cpn ATPase, ADP Transcreener TR-FRET; further: potency means the concentration at half of the fitted maximal effect; on the % scale 0 is the no-effect control and ±100 the full control effect; nearly all actives have a fitted effect of over 80% in size
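Compound-treated chaperonin, 25 nM final, turns over 10 uM ATP at 37°C for 30 min following a 10 min preincubation; ADP generated competes with ADP-d2 for Eu-cryptate antibody, lowering FRET.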
EPAC2 antag – blocks human EPAC2 exchange factor; AID 720708; 0.18% of 360,000 active; Q8WZA2; EPAC2 GEF exchange of Rap1B-BODIPY-GDP, fluorescence; Potency, µM (top dose mostly 114 µM), for the others: at the highest dose activity, negative = inhibition, most hits filed as inhibitors; further: potency means the concentration at half of the fitted maximal effect; on the % scale 0 is the no-effect control and ±100 the full control effect; nearly all actives have a fitted effect of over 45% in size; many of its hits are not listed in these tables
D3 antag – D3 dopamine receptor (human) antagonism | P35462 | D3R cells, DiscoveRx beta-arrestin luminescence, antagonist mode; active compounds read low | max response, negative = inhibition, % | 2.5% of 360,000 active; in the data active means max response below about -50%; inconclusive means no clear call, values can overlap the other calls; further: on the % scale 0 is the no-effect control and ±100 the full control effect; mostly tested at two doses, the higher about 12 µM
Target sequence (P35462 whole entry, looked up): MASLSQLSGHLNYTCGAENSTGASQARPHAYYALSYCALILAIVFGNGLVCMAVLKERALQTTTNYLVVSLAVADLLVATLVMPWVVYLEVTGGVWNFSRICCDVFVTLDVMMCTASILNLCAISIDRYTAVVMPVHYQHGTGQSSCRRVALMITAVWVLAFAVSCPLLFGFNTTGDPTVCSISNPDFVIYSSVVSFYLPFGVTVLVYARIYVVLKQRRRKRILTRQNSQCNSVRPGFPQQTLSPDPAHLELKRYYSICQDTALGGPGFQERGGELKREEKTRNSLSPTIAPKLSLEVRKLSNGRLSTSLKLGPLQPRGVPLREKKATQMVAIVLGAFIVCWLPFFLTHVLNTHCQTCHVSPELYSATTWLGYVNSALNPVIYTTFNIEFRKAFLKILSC
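Cells expressing the human receptor were seeded at 1500 cells/well, incubated overnight at 37 degrees C in 5% CO2, then exposed to library compounds with dopamine controls for 90 minutes at 37 degrees C before luminescent detection.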
DRD3 agonist – agonists of human D3 dopamine receptor | 0.58% of 410,000 active | P35462 | AID 652048 | D3R DiscoveRx beta-arrestin cells, luminescence, 90 min | max activation, %; in the data active means max activation above about 30%; further: 0% is about no effect; mostly tested at two doses, the higher about 12 µM
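Agonist-mode cell screen: cells plated at 1500/well and incubated overnight at 37 °C, then exposed to library compounds for 90 min at 37 °C. Detection reagent was added for 30–60 min at room temperature, and luminescence was read.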
An asterisk follows results filed as active; i = inactive; ? = inconclusive; nt = no result given; [ ] = remark or other dose. Unless noted, the call rests on the fitted dose curve; in most records, active means well fitted curve in the direction sought with a large enough effect; inconclusive means small, poorly fitted or top-dose-only effect, or another doubt; inactive means no such curve, though single readings can be large; an effect the other way counts as inactive or inconclusive. A portion of the library. The share of hits here may be higher or lower than overall.

SMILES	PTHR1 agonist	CCT chaperon mod	Akt phos inh	EPAC2 agonist	Mm-Cpn inhibitor	EPAC2 antag	D3 antag	DRD3 agonist
CCOC(=O)C1C(=O)C=C(N2CCOCC2)CC1c1cccc(OC)c1 (stereo not given)	i	-0.3	i	8%	1%	1%	-13	-1
CC(CCN1CCN(c2ccccc2)CC1)c1ccccc1 (stereo not given)	8%	0.0	i	7%	?	-5%	-102*	-13
O=C(NC1CCCC1)C(c1ccccn1)N(Cc1ccc(F)cc1)C(=O)c1csnn1 (stereo not given)	i	1.2	i	9%	-20%	-1%	3	11
O=C(CSc1nccc(=O)[nH]1)Nc1cccc(S(=O)(=O)N2CCOCC2)c1	-3%	0.2	i	3%	-3%	-4%	10	1
Cc1cc(Cl)ccc1C(=O)C1CCCN(C(=O)c2cncs2)C1 (stereo not given)	-6%	0.7	i	-3%	1%	-6%	16	4
COc1ccc(C(=O)NC2CCc3ccccc32)cc1OC1CCN(C(C)=O)CC1 (stereo not given)	i	-1.7	i	-6%	1%	10%	0	3
CSCCC(NC(=O)c1ccco1)C(=O)NCc1ccc(F)cc1 (stereo not given)	-5%	1.7	nt	3%	1%	-4%	-15	-3
O=C(Nc1ccc(OCC(=O)N2CCOCC2)cc1)Nc1cccc(Cl)c1	-24%	-5.1	i	0%	7%	1%	5	0
Cc1ccc(Cn2nnc3c(=O)n(CC(=O)c4ccccc4)cnc32)cc1	-9%	-0.8	i	10%	2%	10%	-9	0
O=C(O)c1ccccc1-c1ccccc1C(=O)Nc1ccc2c(c1)CCC2	-16%	2.3	i	3%	3%	16%	4	5
O=C1COCCOCCOCC(=O)NCCN1	-6%	-13	i	6%	2%	1%	3	1
COc1ccc(-c2c(C)oc3c(CN4CCCCC4C)c(O)ccc3c2=O)cc1 (stereo not given)	i	-0.2	i	13%	-6%	-6%	-20	-18
CCOc1ccccc1-c1nc(C(N)=O)c2[nH]c(=O)n(-c3cccc(C)c3)c2n1	i	1.7	i	4%	-2%	-1%	-30	-7
CCCCN(C(=O)c1ccc([N+](=O)[O-])o1)c1c(N)n(CCCC)c(=O)[nH]c1=O	i	-3.4	i	3%	0%	-4%	22	0
N#Cc1nc(-c2ccc(OCc3ccccc3)cc2)oc1NCc1cccnc1	-1%[57.5 µM]	-36*	i	-3%	0%	1%[57.1 µM]	17	0
Cc1ccc(C=C2C(=O)c3ccccc3C2=O)s1	-37%[inhibitor]	0.6	i	-6%	-8%	-3%	?	-6
CCC1CCCCN1S(=O)(=O)c1ccc(NC(=O)c2nc(S(C)(=O)=O)ncc2Cl)cc1 (stereo not given)	-21%	2.6	i	11%	-16%	3%	-18	-29
COc1ccc(/C=N/n2cnnc2)cc1Br	i	-0.5	i	14%	-1%	-3%	-8	-8
CCOC(=O)c1ccc(NC(=O)c2ncn3c2C(=O)NC[C@H]3C)cc1	7%	-0.6	i	12%	nt	5%	11	1
COC(=O)Cc1ccc(NC(=S)Nc2cccc(C)n2)cc1	-30%	-0.8	i	0%	2%	1%	16	15
Cc1ccc(-c2nc(C#N)c(NCCN3CCCCC3)o2)cc1	7%[57.5 µM]	-1.6	i	7%	-5%	-1%[57.1 µM]	-15	-11
CN(Cc1ccccc1)C(=O)COC(=O)CN1C(=O)c2ccccc2C1=O	-6%	1.5	i	5%	-3%	2%	-2	-4
O=C(/C=C/NNC(=O)c1ccccc1)c1ccc(Br)cc1	-15%[57.5 µM]	-1.3	i	8%	-5%	6%	-77*	-14
Cc1ccc(-n2nc3c(N4CCC(C(=O)NCc5cccc(F)c5)CC4)nnc(C)c3c2C)cc1	-33%[inhibitor]	-2.7	nt	4%	1%	5%	-1	-10
Cc1cc(Cl)c2oc(C(=O)N(C)CCCN3CCOCC3)c(C)c2c1	-19%	-0.5	i	-2%	1%	-11%	33	1
CN(C)c1ccc(-c2ccnc3c2CC(C)(C(=O)NCc2ccc(F)c(F)c2)O3)cc1 (stereo not given)	i	0.4	i	9%	nt	5%	6	0
O=C(OCn1nnc2ccccc2c1=O)c1ccc(O)cc1	-17%	0.1	i	3%	1%	-6%	13	2
CCCCCC1CCC(C(=O)O)CC1 (stereo not given)	-23%	1.4	i	-14%	0%	13%	1	-1
CCOC(=O)CN(C(=O)CSc1nnc2c(n1)[nH]c1ccccc12)c1ccccc1	-9%	-0.6	i	-7%	-1%	7%	-73*	1
COc1ccc(C2(CNC(C)=O)CCOCC2)cc1OC	-20%	-2.5	i	7%	2%	3%	23	4
COc1cc(C=O)ccc1Oc1ccc(S(=O)(=O)N2CCOCC2)cc1[N+](=O)[O-]	-28%	-3.2	i	9%	3%	-8%	19	-3
S=C(Nc1ccc2c(c1)OCO2)N1CCCC1	-4%	2.0	i	-1%	4%	1%	-3	-1
O=C1CC(c2ccccc2)n2nc(NC(=O)c3cccs3)nc2N1 (stereo not given)	i	-0.9	i	-12%	1%	-2%	-11	-1
Cc1cccc(O)c1C	3%	-2.8	i	7%	1%	-14%	0	-5
Cc1ccccc1NC(=O)NCc1cccnc1	i	0.7	i	8%	nt	0%	2	-2
Nc1c(C(=O)N2CCOCC2)sc2nc(N3CCOCC3)c3c(c12)CCCC3	i	-1.0	i	7%	-8%	-3%	-12	0
O=C(CNC(=O)c1ccccc1)OCc1cccc([N+](=O)[O-])c1	i	-0.5	i	9%	0%	8%	-18	-2
CC(=O)c1cccc(Nc2nc(-c3cccc([N+](=O)[O-])c3)cs2)c1	-19%	1.9	i	-1%	0%	-10%	2	5
Nc1ncnc2c1ncn2[C@@H]1O[C@H](C(=O)Nc2cc(C(F)(F)F)cc(C(F)(F)F)c2)[C@@H](O)[C@H]1O	i	0.0	i	-14%	nt	-26%	43	11
CS(=O)(=NS(=O)(=O)c1ccc(Cl)cc1)c1ccccc1 (stereo not given)	i	-0.3	i	-1%	1%	6%	-1	-10
Cn1cnnc1SCc1cccc(Br)c1	-20%[57.5 µM]	-9.0	i	10%	-1%	0%	3	-1
Cc1cc(-c2cc(C(=O)O)c3ccccc3n2)c(C)s1	i	0.2	i	-1%	-1%	5%	1	-7
Cc1ccc(SCC(=O)Nc2ccc(N3CCN(C)CC3)c(F)c2)c(C)c1	i	-0.2	i	1%	0%	-9%	-98*	-3
CCCCNC(=S)NNC(=O)c1nn(C)c(C)c1Cl	i	-2.6	i	-7%	3%	0%	-22	0
CCNC(=O)C1(C)CCN(C(=O)c2ccccc2C(F)(F)F)C1 (stereo not given)	i	2.4	i	9%	nt	0%	-19	-9
Cc1cc(Sc2ncnc(N)c2[N+](=O)[O-])ncn1	-51%[inhibitor]	-1.0	i	6%	-1%	-1%	-71*	-27
COc1ccc(NC(=O)C2Cc3ccccc3O/C2=N\O)cc1 (stereo not given)	i	-2.4	i	4%	-3%	4%	1	-2
Cc1cc(NC(=O)CSc2nnc(Cc3ccccc3)o2)no1	i	-0.6	i	4%	-3%	2%	29	0
CC1(c2ccccc2)NC(=O)N(N)C1=O (stereo not given)	i	-2.0	i	9%	1%	7%	3	1
CCN1C(=O)c2ccccc2S(=O)(=O)c2ccc(C(=O)N3CCOCC3)cc21	i	-0.8	i	0%	1%	12%	-7	7
CC(Cl)C(=O)c1c[nH]c2ccccc12 (stereo not given)	i	-4.1	i	2%	0%	-1%	-16	-7
COc1cc(NC(=O)CCc2c(C)noc2C)c(C(=O)O)cc1OC	i	0.8	i	7%	nt	4%	20	6
Cc1nc2ccc(S(=O)(=O)NCC(=O)Nc3cccc(F)c3)cc2s1	i	0.4	i	5%	0%	9%	-1	2
COc1ccc(-c2cn(CCO)nc2-c2ccc(OC)cc2)cc1	i	1.1	i	9%	-2%	-16%	?	-5
C1=C(c2cn(-c3nc4ccccc4s3)nn2)CCCC1	-8%	-1.6	i	1%	nt	-2%	-11	-4
COc1ccc(C2(CNC(=O)c3ccc(OC)c([N+](=O)[O-])c3)CCCCC2)cc1OC	i	-0.5	i	10%	0%	-11%	4	4
O=C(COc1coc(CN2CCN(c3ccccc3F)CC2)cc1=O)N1CCc2ccccc21	i	-2.1	i	3%	1%	-9%	-2	-9
Cc1cc(C)nc(NS(=O)(=O)c2ccc(NC(=S)NC(=O)C3CCCC3)cc2)n1	-5%	-0.3	i	7%	-1%	13%	-4	-5
Cc1ncc([N+](=O)[O-])n1CC(=O)Nc1ccc(F)cc1F	-18%	-3.5	i	7%	1%	10%	19	0
Cc1ccc2c(Cl)c(C(=O)NCC3CCCO3)sc2c1 (stereo not given)	5%[57.5 µM]	-1.8	i	-1%	-6%	-10%	9	-21

The list goes on, starting with the last 5 of the part before.
SMILES	PTHR1 agonist	CCT chaperon mod	Akt phos inh	EPAC2 agonist	Mm-Cpn inhibitor	EPAC2 antag	D3 antag	DRD3 agonist
COc1ccc(C2(CNC(=O)c3ccc(OC)c([N+](=O)[O-])c3)CCCCC2)cc1OC	i	-0.5	i	10%	0%	-11%	4	4
O=C(COc1coc(CN2CCN(c3ccccc3F)CC2)cc1=O)N1CCc2ccccc21	i	-2.1	i	3%	1%	-9%	-2	-9
Cc1cc(C)nc(NS(=O)(=O)c2ccc(NC(=S)NC(=O)C3CCCC3)cc2)n1	-5%	-0.3	i	7%	-1%	13%	-4	-5
Cc1ncc([N+](=O)[O-])n1CC(=O)Nc1ccc(F)cc1F	-18%	-3.5	i	7%	1%	10%	19	0
Cc1ccc2c(Cl)c(C(=O)NCC3CCCO3)sc2c1 (stereo not given)	5%[57.5 µM]	-1.8	i	-1%	-6%	-10%	9	-21
Cn1c(=O)c2c(nc(N3CCN(c4ccc([N+](=O)[O-])cc4)CC3)n2C)n(C)c1=O	-25%	-0.1	i	4%	0%	11%	-15	-10
NC(=O)COC(=O)CCCc1nc2ccccc2s1	-8%[57.5 µM]	1.3	i	1%	1%	10%	9	-1
CCCCOC(=O)C1=C(C)NC2(O)c3ccccc3C(=O)C12O (stereo not given)	i	-6.7	i	-6%	-2%	1%[57.1 µM]	-21	1
O=c1nc(Nc2ccc(Br)cc2)sc2ccc([N+](=O)[O-])cc12	-14%	1.8	i	2%	-4%	0%	6	-9
CCCOc1ccc(C(F)(F)F)cc1NC(=O)CCc1c(C)noc1C	-31%[inhibitor]	-1.9	i	13%	1%	-20%	-15	2
